b-catenin transl: alters nuclear translocation of beta-catenin in HeLa cells. immunofluorescence imaging. nuclear translocation activity, % at 5 µM. 190,000 tested, 0.3% active. AID 1665;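 active = nuclear translocation activity above 50% at 5 µM, with a well cell count of 50 or more; inconclusive = wells under 50 cells across six images, flagged as toxic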;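 also: per-cell ratio of nuclear to cytoplasmic median beta-catenin stain intensity; plate controls were DMSO negative control for no effect and GSK-3 inhibitor IX positive control for full effect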
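Test system: human HeLa cells, native beta-catenin. Compound dosing: 5 µM primary single dose, 0.1% DMSO, 0.02–20 µM confirmation series. Incubation: compound exposure 24 h at 37°C. Detection: beta-catenin immunostaining with DAPI counterstain, 20x imaging, 6 fields/well. Read-out basis: Nuclear/cytoplasmic beta-catenin signal ratio, % activation.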
MT stabilizer: microtubule stabilization, imaging screen; HeLa tubulin immunostaining HCS, 24 h; share of cells brighter than vehicle mean+2SD; % tubulin-high responders, % at 10 µM; 200,000 tested, 0.83% active; AID 2205;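 active = plate Z-score above 3 for both tubulin-high and condensed-nucleus cell shares, with cell loss under 80%, at 10 µM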;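 also: anti alpha tubulin signal scored within the nucleus-defined area of each cell; some results filed as inactive read as strong as hits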
WT yeast gro inh: growth inhibition of WT yeast, mitochondrial fusion screen. mitochondrial fusion phenotypic screen, WT strain. inhibition, % at 10 µM. 190,000 tested, 2.1% active. AID 1362; in the data active = inhibition above about 58%; tested in S. cerevisiae
West Nile antiviral: inhibition of WNV-induced cytopathic effect – cell-based, CPE readout (AID 1621); 290,000 tested, 0.02% active; one-dose CPE inhibition, % at 10 µM; IC50 in µM for titrated hits; West Nile virus-infected cells, CPE inhibition; higher % means a stronger effect; in the data active = a potency from the dose series; inconclusive = CPE inhibition mostly from about 3.7% at the one dose, without a potency; inactive = the rest, 99 in 100 with CPE inhibition below about 2.2%; also: strong numbers were not always called active
T cell modulator: T cell immune modulation candidate; 2C CD8+ T cell-vesicle binding, flow cytometry; stronger effect = lower value; calls only at 7 µM; 330,000 tested, 0.068% active; AID 2052;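 active = response, share of CD8 T cells binding vesicles, and their 90th percentile fluorescence all below set limits, cut at about 80% in these data, passing the limit was not always enough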
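material = purified 2C TCR transgenic mouse naive CD8+ T cells | controls = Unloaded micro-vesicles (low), QL9 vesicles with 0.7% DMSO (high) | detection = cytometric PE anti-B7-1 and Alexa647 anti-CD8 signals after 1% paraformaldehyde fixation | incubation = binding step 1.5 h, 37 °C, antibody labelling 20 min, ice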
Insulin prom up: MIN6 insulin promoter up-regulation | 190,000 tested, 0.3% active | z-score at 5 µM | MIN6 insulin promoter-GFP reporter, high-content imaging; stronger effect = higher value;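 active = z-score above 3 at 5 µM with at least 500 cells counted in the well; inconclusive = wells under 500 cells, flagged as cytotoxic or low count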
Hep lipid drop: modulators of hepatic lipid droplet formation | AML12 mouse hepatocytes, oleate lipid droplets, BODIPY imaging | inhibition, % at 6.5 µM | 240,000 tested, 0.4% active;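 active = lipid droplet intensity inhibited by at least 50%, with more than 500 cells counted; inconclusive = wells with under 300 cells, treated as cytotoxic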
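Material – AML12 mouse liver cells · Also added – oleate loading, 100 µM · Compound dosing – 6.5 µM single-point dosing · Times – overnight treatment with compound plus oleate · Measured by – fluorescence imaging, 20x objective, two fields per well · Read-out – percent inhibition of filter-corrected integrated lipid droplet intensity per well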
Autophagy mod: alters autophagy in cells; MEF GFP-LC3 puncta imaging; test concentration mostly 10 µM; 190,000 tested, 0.98% active; calls only at 10 µM (by protocol);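 active = percentage of spot-positive cells more than 3 SD above its plate mean, without a fluorescence outlier flag or 80% toxicity; inconclusive = no clear call, values can overlap the other calls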;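 also: spot-positive cell cutoff set from DMSO-treated cells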
Myeloid diff 2: promotes myeloid progenitor differentiation | ER-HoxA9 myeloid progenitors, lysozyme-GFP differentiation, flow cytometry | calls only at 10 µM | 360,000 tested, 1% active | AID 624256;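 active = normalized GFP-positive differentiation at or above the plate's own cutoff, the solvent-only control mean plus 3 SD; inconclusive = no clear call, values can overlap the other calls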;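 also: cells exposed to compound for four days before flow analysis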
WT yeast gro inh mutant strain: recorded beside WT yeast gro inh, whose call it bears; inhibition, %; mitochondrial fusion phenotypic screen, mutant strain inhibition
Insulin prom up cell count: further read-out of Insulin prom up, marked with its call; cell count; measured here: cytotoxicity, nuclei count;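 total cells summed across four imaged fields per well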
Hep lipid drop cells 6.5 µM: second read-out of Hep lipid drop, no call of its own (marks repeat the call); cell count; measured here: cell count, cytotoxicity flag;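 cells counted across two imaged fields per well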
b-catenin transl cell count 5 µM: recorded beside b-catenin transl, whose call it bears; cell count; measured here: cell count, cytotoxicity flag
T cell modulator vesicle-bound %: second read-out of T cell modulator, no call of its own (marks repeat the call); double positive events, %; measured here: CD8+ vesicle-bound cell fraction;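 binding gate set so that unloaded-vesicle control wells show 10% double positive cells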
MT stabilizer Hoechst-high %: also measured in MT stabilizer; calls as there; % Hoechst-high responders; measured here: nuclear condensation Hoechst responders;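 share of cells brighter than vehicle mean plus two SD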
MT stabilizer cytotoxicity %: also measured in MT stabilizer; calls as there; toxicity, %; measured here: cytotoxicity by cell density;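 0% = mean cell density of plate MIN control wells and 100% = no cells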
Autophagy mod cell loss 18 h: second read-out of Autophagy mod, no call of its own (marks repeat the call); toxicity, %; measured here: cell loss, nuclei count;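 cell loss after 18 h compound exposure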
Myeloid diff 2 GFP+ MAC1+ %: further read-out of Myeloid diff 2, marked with its call; GFP+ MAC1+ double positive, %; measured here: differentiation confirmed by MAC1 staining
* hit, by the source's call; i = inactive; ? = inconclusive; . = not tested or not shown; + = active, no number.

SMILES | b-catenin transl | b-catenin transl cell count 5 µM | MT stabilizer | MT stabilizer Hoechst-high % | MT stabilizer cytotoxicity % | WT yeast gro inh | WT yeast gro inh mutant strain | West Nile antiviral | T cell modulator | T cell modulator vesicle-bound % | Insulin prom up | Insulin prom up cell count | Hep lipid drop | Hep lipid drop cells 6.5 µM | Autophagy mod | Autophagy mod cell loss 18 h | Myeloid diff 2 | Myeloid diff 2 GFP+ MAC1+ %
CC(C)(C)Sc1ccc(/C=N/O)cc1[N+](=O)[O-] | 3.5 | 1197 | 7.7 | 2.7 | 4.1 | -4 | 22 | -0.4% | i | 16 | -0.22 | 1468 | -4 | 683 | i | 19 | i | 0.1
COC(=O)Nc1ccc(Cn2cc(C(F)(F)F)ccc2=O)cc1 | -4.3 | 1224 | 5.4 | 2.9 | 10 | 6 | -6 | 0.6% | i | 45 | 0.17 | 1212 | -4 | 739 | i | 32 | i | 0.1
Cc1nc2ccc(S(=O)(=O)NC(C(=O)NCc3ccc4c(c3)OCO4)C(C)C)cc2s1 (stereo unspecified) | . | . | 3.2 | 2.7 | 14 | -3 | 6 | -0.9% | i | 42 | 0.35 | 931 | . | . | i | 7 | i | 5.1
Cc1ccc(C(=O)NCCn2ccc3ccccc32)cc1[N+](=O)[O-] | 1.7 | 1142 | 3.5 | 2.2 | 7.1 | -21 | -14 | -1.3% | i | 24 | 0.1 | 1323 | -11 | 690 | i | 5 | i | 0.2
CC1(C)C(=O)OC(C(=O)c2ccc(Cl)cc2)C(C)(C)C1=O (stereo unspecified) | -0.7 | 1035 | 3.9 | 3.3 | 11 | -17 | -23 | -0.7% | i | 32 | 0.13 | 1294 | 38 | 614 | i | -3 | i | 1.2
COc1ccc(C(=O)CSc2nnc(-c3cc(C)cc(C)c3)o2)cc1 | -0.9 | 1100 | 1.6 | 1.1 | 9.5 | -12 | 21 | 0.0% | i | 40 | -0.24 | 1366 | . | . | i | 3 | i | 7.4
CCOC(=O)C(C)On1c(-n2nc(C)cc2C)nc2ccccc2c1=O (stereo unspecified) | . | . | . | . | . | . | . | -0.1% | i | 22 | . | . | -2 | 832 | . | . | i | 1.0
CC(C)(C)c1ccc(C(=O)c2c[nH]c(C(=O)NCCCN3CCOCC3)c2)cc1 | -5.8 | 1097 | 1.0 | 1.9 | 12 | -31 | -12 | -1.3% | i | 16 | 1.1 | 2178 | 16 | 641 | i | -6 | i | 5.7
O=c1[nH]c(CSc2nc3ccccc3s2)nc2cc(Cl)ccc12 | 0.9 | 1274 | . | . | . | . | . | -0.3% | i | 27 | -0.07 | 1064 | 10 | 727 | . | . | . | .
COC(=O)CNC(c1ccccc1)c1cc(C)ccc1NS(=O)(=O)c1ccc(C)cc1 (stereo unspecified) | -0.2 | 516 | 4.7 | 2.6 | 4.6 | -5 | -25 | -2.3% | i | 59 | -0.42 | 1193 | -9 | 580 | i | 3 | i | 0.8
CCN(CCCNC(=O)C1c2ccccc2C(=O)N(CCOC)C1c1ccc(F)cc1)Cc1ccccc1 (stereo unspecified) | -1.5 | 1098 | 5.0 | 1.8 | 5.9 | -13 | -1 | -0.3% | i | 21 | -0.52 | 1299 | 2 | 689 | i | 1 | i | 0.4
Cc1ccc(-c2nc3ncccn3c2Nc2ccc3c(c2)OCO3)o1 | 1.7 | 1067 | 1.7 | 2.0 | 0.3 | -13 | 0 | 0.5% | i | 65 | 0.31 | 1034 | 10 | 785 | i | -2 | i | 0.2
CCN(CC)S(=O)(=O)c1ccc2c(c1)c(=O)c(C(=O)NCCN(C)CCc1ccccc1)cn2C | . | . | 4.9 | 1.5 | 9.0 | 14 | 21 | ? | i | 42 | 0.64 | 1192 | -9 | 712 | i | -3 | i | 0.7
O=C(COc1ccccc1)NNc1c2ccccc2nc2ccccc12 | 0.1 | 1368 | 1.3 | 2.0 | 10 | 42 | 23 | ? | i | 47 | -0.47 | 1510 | . | . | i | 8 | i | 1.0
CC1=NOC2(C1)/C(=N/O)CCC/C2=N\O (stereo unspecified) | -4.6 | 1060 | 0.8 | 2.4 | 16 | -13 | 9 | 0.9% | i | 11 | -0.6 | 1417 | . | . | i | 3 | i | 8.3
O=C(Nc1cccnc1)c1cc2cc(Br)ccc2oc1=O | -6.9 | 1031 | 3.6 | 1.9 | 9.4 | 21 | 10 | -0.2% | . | . | 0.52 | 1641 | 8 | 699 | i | 4 | i | 0.2
N=C(N)SCc1cn2ccccc2n1 | -1.3 | 940 | 3.8 | 1.9 | 4.6 | -4 | -10 | -0.1% | i | 33 | . | . | 5 | 632 | i | -6 | i | 0.2
O=C(COc1ccc(Cl)cc1[N+](=O)[O-])N1CCCCCC1 | -3.6 | 1044 | 9.4 | 2.7 | 9.3 | -13 | 9 | -1.2% | + | 0.9* | 0.08 | 1651 | 2 | 731 | i | 11 | i | 0.8
CS(=O)(=O)N1CCN(c2ccccc2NC(=O)c2ccc(-c3ccc(Br)cc3)o2)CC1 | 2.0 | 1190 | 1.2 | 1.1 | 9.1 | 17 | 12 | 0.0% | . | . | . | . | 1 | 750 | i | 0 | i | 0.7
COC(=O)c1c(NC(=O)CC2NCCNC2=O)sc2c1CCCC2 (stereo unspecified) | -2.7 | 1183 | 2.4 | 2.5 | 12 | 12 | 8 | 0.0% | i | 25 | 0.26 | 1367 | 0 | 756 | i | -1 | i | 1.0
CCn1cc(C(=O)OCC(=O)c2cc(C)n(-c3ccccc3)c2C)c(=O)c2ccc(C)nc21 | -3.5 | 884 | 3.0 | 2.9 | 7.3 | -45 | -26 | -0.2% | i | 34 | 0.29 | 1220 | -13 | 554 | i | 6 | i | 0.6
CC(=O)N1CCc2c(sc(NC(=O)Cc3ccccc3)c2C#N)C1 | . | . | . | . | . | . | . | 0.5% | i | 22 | . | . | -2 | 714 | . | . | i | 2.2
Cc1ccc(OCC(=O)Nc2nnc(S(=O)(=O)N3CCC(C)CC3)s2)cc1 | . | . | . | . | . | . | . | 0.6% | i | 11 | . | . | -23 | 744 | . | . | ? | .
COc1cc(C(C[N+](=O)[O-])c2c(C)[nH]c3ccccc23)ccc1O (stereo unspecified) | -4.0 | 564 | 2.1 | 2.0 | 8.0 | 4 | 8 | -0.8% | i | 52 | 0.38 | 1359 | -50 | 646 | + | 13* | i | 2.1
Cc1ccc(C2C3C(=O)N(c4ccccc4)C(=O)C3N3CCCN23)cc1 (stereo unspecified) | -1.4 | 1184 | . | . | . | . | . | 0.2% | i | 12 | 0.08 | 1480 | 3 | 725 | . | . | i | 0.5
(further entries)
SMILES | b-catenin transl | b-catenin transl cell count 5 µM | MT stabilizer | MT stabilizer Hoechst-high % | MT stabilizer cytotoxicity % | WT yeast gro inh | WT yeast gro inh mutant strain | West Nile antiviral | T cell modulator | T cell modulator vesicle-bound % | Insulin prom up | Insulin prom up cell count | Hep lipid drop | Hep lipid drop cells 6.5 µM | Autophagy mod | Autophagy mod cell loss 18 h | Myeloid diff 2 | Myeloid diff 2 GFP+ MAC1+ %
COc1ccc(C(=O)CSc2nnc(-c3ccccn3)n2Cc2ccco2)cc1 | -2.5 | 1134 | 4.4 | 3.1 | 8.9 | 2 | 2 | -0.7% | i | 5 | 1.4 | 992 | . | . | i | 4 | i | 2.5
CCOC(=O)C1(Cc2cccc(OC)c2)CCN(Cc2ccccc2OC)CC1 | -2.6 | 1021 | 2.9 | 2.4 | 0.4 | 9 | 8 | -1.9% | i | 26 | -0.67 | 1516 | -5 | 674 | i | 29 | i | 0.0
Cc1nc2sccn2c1-c1nc(-c2cc3ccccc3o2)cs1 | 4.9 | 1109 | 4.9 | 1.9 | 3.3 | . | . | . | i | 50 | -0.03 | 1050 | . | . | i | 0 | i | 0.9
CCn1ccnc1C(O)c1cccc(OC)c1 (stereo unspecified) | -2.2 | 1144 | 6.8 | 3.7 | 5.3 | 1 | 0 | 0.3% | i | 38 | 0.63 | 1265 | . | . | i | 17 | i | 0.5
CCOC(=O)N1CCN(C(=O)CSCc2ccc(Br)cc2)CC1 | 0.2 | 1566 | 3.9 | 1.8 | 7.7 | 5 | -10 | -1.4% | i | 55 | . | . | -22 | 709 | i | 0 | i | 1.7
Cc1ccc(S(=O)(=O)Nc2ccccc2C(=O)Nc2nc(-c3ccc(F)cc3)cs2)cc1 | -0.9 | 903 | 5.8 | 1.4 | 8.1 | 74* | 64* | 1.0% | i | 43 | -0.65 | 641 | -62 | 597 | i | -4 | i | 0.8
CCCc1nc2oc3c(NCC(C)O)ncnc3c2c2c1CCCC2 (stereo unspecified) | -2.9 | 1327 | . | . | . | . | . | 0.4% | i | 34 | -0.57 | 997 | 5 | 685 | . | . | i | 0.5
CC(C(=O)NCc1cccs1)N1C(=O)c2ccccc2C1=O (stereo unspecified) | 1.8 | 1477 | 4.3 | 2.1 | 2.6 | -16 | 6 | 0.2% | i | 13 | 0.31 | 1546 | . | . | i | -5 | i | 0.8

In another format: results already given.
SMILES	b-catenin transl	b-catenin transl cell count 5 µM	MT stabilizer	MT stabilizer Hoechst-high %	MT stabilizer cytotoxicity %	WT yeast gro inh	WT yeast gro inh mutant strain	West Nile antiviral	T cell modulator	T cell modulator vesicle-bound %	Insulin prom up	Insulin prom up cell count	Hep lipid drop	Hep lipid drop cells 6.5 µM	Autophagy mod	Autophagy mod cell loss 18 h	Myeloid diff 2	Myeloid diff 2 GFP+ MAC1+ %
COc1ccc(C(=O)CSc2nnc(-c3cc(C)cc(C)c3)o2)cc1	-0.9	1100	1.6	1.1	9.5	-12	21	0.0%	i	40	-0.24	1366	.	.	i	3	i	7.4
CCOC(=O)C(C)On1c(-n2nc(C)cc2C)nc2ccccc2c1=O (stereo unspecified)	.	.	.	.	.	.	.	-0.1%	i	22	.	.	-2	832	.	.	i	1.0

Bioassay records (PubChem BioAssay)
